IDE cell activ – human IDE activators in live cells, primary screen, fluorescence polarization, HEK cells, FAbeta-B substrate. Insulin-degrading enzyme (Homo sapiens), P14735. FAbeta-B cleavage; 0% vehicle, 100% cell-free pure enzyme wells. activation, % at 5.96 µM. 340,000 compounds, 0.073% hits;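 active = activation above the mean of all tested compounds plus 3 SD, set per screening campaign, cut at about 17% in these data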
Target sequence (P14735 whole entry, looked up): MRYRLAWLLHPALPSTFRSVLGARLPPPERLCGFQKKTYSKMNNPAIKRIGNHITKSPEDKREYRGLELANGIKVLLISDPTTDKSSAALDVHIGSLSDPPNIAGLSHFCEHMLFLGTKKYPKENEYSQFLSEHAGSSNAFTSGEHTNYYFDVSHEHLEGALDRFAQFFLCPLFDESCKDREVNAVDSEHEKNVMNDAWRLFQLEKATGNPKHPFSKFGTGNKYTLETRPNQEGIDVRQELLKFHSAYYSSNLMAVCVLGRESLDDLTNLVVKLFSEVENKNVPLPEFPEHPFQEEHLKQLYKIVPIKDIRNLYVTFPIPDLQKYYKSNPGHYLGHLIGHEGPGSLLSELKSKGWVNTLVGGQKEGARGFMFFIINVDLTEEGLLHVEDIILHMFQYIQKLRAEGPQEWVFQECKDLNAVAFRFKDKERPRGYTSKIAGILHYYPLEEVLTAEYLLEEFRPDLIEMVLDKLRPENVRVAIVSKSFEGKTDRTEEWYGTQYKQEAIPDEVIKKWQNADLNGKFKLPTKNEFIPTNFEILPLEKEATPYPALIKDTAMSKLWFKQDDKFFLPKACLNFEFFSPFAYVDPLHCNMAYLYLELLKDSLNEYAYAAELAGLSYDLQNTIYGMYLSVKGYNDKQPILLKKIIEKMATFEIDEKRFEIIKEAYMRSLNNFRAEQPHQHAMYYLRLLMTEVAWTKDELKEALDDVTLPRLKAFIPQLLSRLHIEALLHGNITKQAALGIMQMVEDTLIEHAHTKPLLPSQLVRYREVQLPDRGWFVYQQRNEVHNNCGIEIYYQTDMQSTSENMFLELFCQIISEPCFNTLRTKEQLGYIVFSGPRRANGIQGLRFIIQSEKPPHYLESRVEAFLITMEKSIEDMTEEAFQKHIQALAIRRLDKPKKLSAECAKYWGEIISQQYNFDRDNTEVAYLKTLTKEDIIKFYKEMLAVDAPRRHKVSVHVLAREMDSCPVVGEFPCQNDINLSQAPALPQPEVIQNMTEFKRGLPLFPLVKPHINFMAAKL
IDE cell inh – human IDE inhibitors in live cells, primary screen, fluorescence polarization, HEK cells, FAbetaB substrate; Insulin-degrading enzyme (Homo sapiens), P14735; FAbetaB cleavage; 320,000 compounds, 0.41% hits; inhibition, % at 5.59 µM;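 active = percent inhibition above the average of all tested compounds plus 3 SD, set per screening campaign, cut at about 16% in these data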;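 also: IDE supplied by intact live HEK cells; FP after avidin binding of uncleaved biotin substrate so inhibition keeps polarization high; 0% = DMSO wells and 100% = 60 µM reference IDE inhibitor Ii1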
IMP-1 inh – IMP-1 metallo-beta-lactamase inhibitors, primary screen, biochemical, epi-absorbance readout, Pseudomonas aeruginosa enzyme; metallo-beta-lactamase IMP-1 (Pseudomonas aeruginosa); purified IMP-1, nitrocefin hydrolysis, epi-absorbance fluorescence; inhibition, % at 5.6 µM; 290,000 compounds, 0.45% hits; AID 1556, 2009;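 active = inhibition above the mean plus 3 SD of all compounds in the same screening run, cut at about 4.5% in these data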;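 also: 0% = IMP-1 with DMSO and 100% = DMSO wells lacking enzyme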
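System: purified IMP-1 / Input: IMP-1 dispensed at 0.2 nM / Medium: 50 mM HEPES pH 7.1, 50 µM ZnSO4, 0.05% Brij 35 / Timing: 15 min enzyme–compound preincubation, then 25 min nitrocefin reaction, 25 °C / Technique: plate fluorescence quenching by hydrolysis product, ex 480/em 530 nm / Repeats: singlicate testing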
M18AAP inhibitor – PfM18AAP inhibitors, malaria aminopeptidase, primary screen, biochemical, QFRET, recombinant enzyme; M18 aspartyl aminopeptidase (Plasmodium falciparum 3D7); H-Glu-NHMec fluorogenic cleavage; inhibition, % at 7.35 µM; 290,000 compounds, 1.2% hits; AID 1822, 2009;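 active = inhibition above the campaign mean inhibition over all tested compounds plus 3 SD, cut at about 28% in these data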;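 also: 0% = plate median of test compound wells and 100% = 2 mM ZnCl2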
PHOSPHO1 inh – PubChem AID 1565; Phosphoethanolamine/phosphocholine phosphatase (Homo sapiens), Q8TCT1; recombinant PHOSPHO1, absorbance phosphatase assay; inhibition, % at 13.3 µM; 290,000 compounds, 1.1% hits; in the data active = inhibition above about 60%
GPR7 antagonist – GPR7 receptor antagonists, primary screen, cell-based, fluorescence, single concentration; Neuropeptides B/W receptor type 1 (Homo sapiens), P48145; inhibition, % at 4.4 µM; AID 1861, 2009; GPR7-expressing cells, fluorescence antagonist assay; 290,000 compounds, 1.1% hits; in the data active = inhibition above about 16%, passing the limit was not always enough;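 also: cells stimulated with the agonist NPW; 0% = agonist with vehicle and 100% = vehicle without agonist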
p-CIP stab down – p/CIP-EGFP fusion destabilizers, primary screen, fluorescence, F442A cells; 16 h; decrease of EGFP signal, % at 10 µM; 290,000 compounds, 0.01% hits;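 active = EGFP signal decrease of at least 30% at 10 µM or well 3 SD below plate mean, unless failing retest; inactive = the rest, including hits failing retest or dose response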; also: some compounds called inactive have numbers as strong as hits; many of its hits are not listed in these tables
VIM-2 inh – VIM-2 metallo-beta-lactamase inhibitors, primary screen, biochemical, epi-absorbance readout, Pseudomonas aeruginosa enzyme | purified VIM-2, nitrocefin hydrolysis, epi-absorbance fluorescence | inhibition, % at 5.6 µM | 290,000 compounds, 0.89% hits;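 active = inhibition above the mean of all tested compounds plus 3 SD, cutoff set per screening run, cut at about 7.5% in these data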;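 also: red hydrolysis product quenches plate fluorescence so inhibitors raise well fluorescence; 0% = enzyme with DMSO and 100% = DMSO without enzyme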
NALP1 inh – NALP1 inflammasome inhibitors in reconstituted yeast, colorimetric, S. cerevisiae, triplicate retest. S. cerevisiae NALP1/ASC/caspase-1 growth, X-gal OD620, 72 h. 280,000 compounds, 0.61% hits. inhibition, % at 10 µM. AID 2071, 2009; in the data active = inhibition mostly above about 24%, no sharp cut-off; inactive = mostly below about 32%; also: some compounds called inactive have numbers as strong as hits
Active calls of the source: *; x = no result given. Hits appear at their usual frequency (roughly 5.3% active in at least one column).

SMILES	IDE cell activ	IDE cell inh	IMP-1 inh	M18AAP inhibitor	PHOSPHO1 inh	GPR7 antagonist	p-CIP stab down	VIM-2 inh	NALP1 inh
Cc1cccc(Cn2c(C)c(C)c3cc(C(=O)NCCN4CCOCC4)ccc32)c1	2	5	-1.4	2	10	12	-10	-0.4	20
CN(C)c1ccc(-c2n(C)c3ccccc3[n+]2C)cc1	0	3	-1.1	-8	8	0	-37	0.2	-3
COc1cc(=O)[nH]c(SC(C)C(=O)Nc2cc(C)on2)n1 (centres undefined)	-2	2	-2.6	-4	16	-2	2	-2.7	14
CCOC(=O)N1CCN(C(=O)c2ccc(N(Cc3ccc(Cl)cc3)S(C)(=O)=O)cc2)CC1	-1	-3	0.7	-11	34	3	-7	-0.7	26
Cn1c(=O)c2c(O)c(Cc3ccccc3)c(=O)n(C)c2n(C)c1=O	-2	3	-2.0	0	51	-9	-9	-3.1	x
S=C1NCCNC(=S)NCCOCCOCCN1	x	-1	-3.3	-1	9	-2	8	-2.4	4
Cc1ccc(CNC(=O)Cc2ccc(-n3c(=O)[nH]c4ccsc4c3=O)cc2)cc1	3	5	-2.4	4	-11	-4	-6	-4.8	32
Cc1cccc2sc(NC(=O)CN(C)S(=O)(=O)c3cccs3)nc12	3	3	-0.8	-11	-1	12	0	-0.8	-25
Cc1ccccc1C(=O)N/N=C1/SCC(=O)N1Cc1ccccc1	2	2	0.1	4	-12	-2	1	-2.7	6
COc1ccc(S(=O)(=O)Nc2ccc(Cc3ccncc3)cc2)cc1C	-1	3	-0.4	-3	18	1	-7	-0.5	5
Nc1cc(=O)[nH]c(N2CCN(c3ccccc3)CC2)n1	3	-5	-3.5	5	28	-9	4	0.7	17
c1cc(-c2nnc3n2CCC3)[nH]n1	6	-2	-4.9	5	23	-14	-14	-5.5	26
Cc1ccc(S(=O)(=O)N2CCCCC2)cc1C(=O)c1nccn1C	3	1	-1.9	12	1	-10	-15	-0.3	-1
Cc1ccnc(NS(=O)(=O)c2ccc(NC(=O)COc3ccccc3)cc2)n1	6	-4	-1.4	-7	-21	1	-5	-4.3	-3
O=[N+]([O-])c1ccc(N/N=C\c2cccnc2)nc1	5	5	-2.6	0	14	-5	0	-0.9	16
CN1C(=O)N(C)C(c2cccc([N+](=O)[O-])c2)C2=C1CCCC2=O (centres undefined)	6	-3	-0.2	-6	19	-6	-6	-1.0	13
O=C(NCc1ccccc1Cl)c1nnc(CS(=O)(=O)c2ccccc2)o1	7	0	-5.1	2	5	-1	0	-3.6	0
COc1ccccc1NC(=O)C/C(C)=N/NC(=O)C12CC3CC(CC(C3)C1)C2	3	1	-3.4	9	-10	-8	11	-4.1	5
CCCCC[n+]1cccc2c3ccccc3ccc21	0	0	1.6	-14	59	12	-5	6.2	21
CSCC[C@H](NC(=O)[C@@H]1Cc2c([nH]c3ccccc23)C2c3ccccc3C(=O)N21)C(=O)NCC1CCCO1 (some centres undefined)	1	1	-0.5	-1	8	6	-2	-0.6	10
COc1ccc(CC(=O)Nc2ccc(/C(C)=N\NC(=O)c3ccc(Br)o3)cc2)cc1	4	x	-1.5	2	x	4	8	-3.0	11
Brc1ccc(-c2nc(-c3cccnc3)no2)o1	0	-3	-0.4	-2	6	-9	-14	-0.6	17
Cc1ccccc1/C=N/n1c(-c2cc(-c3ccccc3)n[nH]2)n[nH]c1=S	-3	-1	-4.7	7	-15	-2	-15	-2.2	x
Cc1nc2c(ccc3nc(NC(=O)c4ccc5c(c4)OCCO5)sc32)s1	-21	19*	0.6	-13	3	0	-9	-0.7	15
Cc1cc[n+](-c2[nH]c(=O)sc2/C=N/NC([S-])=Nc2ccccc2)cc1C	1	-3	-1.4	32*	5	-11	-12	0.1	16
Later entries.
SMILES	IDE cell activ	IDE cell inh	IMP-1 inh	M18AAP inhibitor	PHOSPHO1 inh	GPR7 antagonist	p-CIP stab down	VIM-2 inh	NALP1 inh
CC12CCC(=O)N1C(C(=O)Nc1cc(Cl)ccc1N1CCOCC1)CS2 (centres undefined)	5	1	-1.9	3	38	-11	-4	-1.2	15
CC1=C(C)CC(C(=O)NNC(=O)c2csc(C)c2C)C(C(=O)O)C1 (centres undefined)	-2	0	-4.2	-11	12	-2	-2	-1.5	27
CCCC1(C(=O)OC)NC(c2ccco2)C2C(=O)N(c3ccc(C)cc3)C(=O)C21 (centres undefined)	7	-2	0.1	1	14	4	-7	2.9	-4
CCOC(=O)c1ccc(N(C(=O)c2cnccn2)C(C(=O)NC2CCCCC2)c2cn(C)nc2C)cc1 (centres undefined)	2	3	0.1	2	32	-5	1	-4.1	10
CC(=O)N1CCc2cc(S(=O)(=O)CCC(=O)NCCc3ccc(C)cc3)ccc21	0	4	0.7	-7	-152	-20	-10	0.9	10
COc1ccc(C(=O)Nc2nnc(S(=O)(=O)N3CCCCCC3)s2)cc1OC	5	4	-2.6	4	15	-8	-14	-1.9	13
COc1ccccc1-n1c(C)cc(C=O)c1C	-2	4	-1.0	-4	1	-2	11	-2.2	-16
CCNc1nc(NCC)n2c(SC(C(=O)Nc3cc(Cl)cc(Cl)c3)c3ccccc3)nnc2n1 (centres undefined)	0	0	-0.3	-7	0	-2	3	-0.7	26
O=C1CC(Sc2ncccc2C(=O)O)C(=O)N1 (centres undefined)	3	7	-2.5	3	16	-8	-13	-3.6	-2
COc1ccc(NC(=O)c2cc(-c3ccco3)on2)c(OC)c1	4	5	-3.4	-4	12	-5	-20	-0.8	13
COc1cc(CNC(C)C23CC4CC(CC(C4)C2)C3)cc(OC)c1OC (centres undefined)	5	x	-4.1	0	27	6	-24	-5.1	24
COc1ccc(NC(C)C(=O)N/N=C/c2ccccc2OCc2cccc(Br)c2)cc1 (centres undefined)	6	5	-2.8	3	-5	-6	-4	-2.8	31
c1ccc(-c2noc(-c3ccncc3)n2)nc1	2	-4	-1.1	11	5	-6	5	-1.5	-14
COc1ccc2c(-c3ccccc3)cc(SCC(=O)N(C)C3CCS(=O)(=O)C3)nc2c1 (centres undefined)	4	-4	-3.2	1	-34	-13	-12	1.0	27
CCn1c(=O)n(CC)c2cc(N3CCCC3)c(NC(=O)c3cc(Br)ccc3OC)cc21	x	-5	-1.8	30*	2	7	-4	-1.0	8
COc1ccc(S(=O)(=O)N(CC(=O)NC(C)C)Cc2ccccc2)cc1	4	0	-0.7	-4	9	10	6	-3.1	3
COc1ccc(/C(C)=N/NC(=O)OC(C)(C)C)cc1[N+](=O)[O-]	3	0	-3.5	4	8	-11	-15	-2.4	-9
O=C(CCc1nc2ccccc2[nH]1)Nc1ccccc1F	0	7	0.0	-2	24	-13	5	0.5	2
Cc1cc(C(=O)N(C)C2CCCCC2)no1	4	-4	-2.1	-14	14	-13	4	0.2	14
CC(C)Oc1cccc(C(=O)C2CCCN(Cc3cnn(C(C)C)c3)C2)c1 (centres undefined)	1	-1	-1.4	-5	24	6	-4	-1.2	-4
c1cc2cc(-c3c(-c4ccc5c(c4)OCO5)noc3-c3ccsc3)ccc2[nH]1	1	-1	-4.6	6	-41	-1	3	-1.7	5
CC1CCCCN1Cc1ccc(-c2nnn(CC(=O)NC3CCCCC3)n2)cc1 (centres undefined)	5	3	-1.1	-4	-1	-9	-22	-2.6	3
COc1ccccc1/C=N/NC(=S)NCc1ccco1	1	10	-3.3	10	27	-13	-4	-3.4	x
O=C(COC(=O)c1ccccn1)Nc1ccc2c(c1)OCO2	6	1	0.2	-4	46	-6	0	-0.2	5
Cc1nc(-c2ccc(Cl)cc2)sc1C1(C)CC(c2ccccc2F)=NO1 (centres undefined)	0	-3	x	x	34	x	-13	x	x

3 compounds already listed, arranged by their value in NALP1 inh, ascending:
SMILES	IDE cell activ	IDE cell inh	IMP-1 inh	M18AAP inhibitor	PHOSPHO1 inh	GPR7 antagonist	p-CIP stab down	VIM-2 inh	NALP1 inh
COc1ccc(/C(C)=N/NC(=O)OC(C)(C)C)cc1[N+](=O)[O-]	3	0	-3.5	4	8	-11	-15	-2.4	-9
CC(C)Oc1cccc(C(=O)C2CCCN(Cc3cnn(C(C)C)c3)C2)c1 (centres undefined)	1	-1	-1.4	-5	24	6	-4	-1.2	-4
CCn1c(=O)n(CC)c2cc(N3CCCC3)c(NC(=O)c3cc(Br)ccc3OC)cc21	x	-5	-1.8	30*	2	7	-4	-1.0	8

(further entries)
SMILES	IDE cell activ	IDE cell inh	IMP-1 inh	M18AAP inhibitor	PHOSPHO1 inh	GPR7 antagonist	p-CIP stab down	VIM-2 inh	NALP1 inh
CCc1ccccc1N(CC(=O)O)S(C)(=O)=O	8	1	-0.8	1	12	7	-1	-0.5	18
Cc1nc(-c2ccncc2)nc(NCCNc2ncccc2C(F)(F)F)c1Cl	0	11	-4.3	-1	12	-16	-15	-1.7	x
O=C(CSc1nnc(SCc2ccccc2Cl)s1)N/N=C/c1ccc(C(=O)O)cc1	0	-4	-2.5	4	37	-7	-1	-4.8	12
CCOC(=O)C1CCCN(C(=O)c2[nH]c3ccc(OC)cc3c2C)C1 (centres undefined)	-3	3	-2.0	2	18	-4	6	-2.9	-1
Cc1ccc2[nH]c3c(c2c1)CN(C(=O)CN1CCCc2ccccc21)CC3	2	1	-1.6	-5	70*	1	4	-2.3	10
CCOC(=O)C1CCN(S(=O)(=O)c2ccc(NC(=O)c3ccco3)cc2)CC1	5	3	-3.6	2	26	-12	-6	-3.1	5
COc1ccc(C2(c3ccc(OC(C)=O)cc3OC(C)=O)CC(c3ccccc3)NC(=S)N2)cc1 (centres undefined)	-6	-4	-5.4	-3	-50	-9	-4	-5.4	-24
C=CCN(c1ccccc1)S(=O)(=O)c1cc2c(cc1C)NC(=O)CO2	-6	-3	-2.3	7	23	0	-1	-1.6	-6
CCCCN(CCCNC(=O)CN1C(=O)COc2ccc(S(=O)(=O)N3CCC(C)CC3)cc21)Cc1ccccc1	7	0	-2.2	-3	-30	-5	-1	-1.8	22
Cc1ccc(CNC(=O)Cc2ccc(Br)cc2)cc1	-1	-3	-1.9	-6	19	1	-9	-2.8	3
COc1ccc(CNC(=O)C(OC(=O)c2ccco2)c2ccccc2F)cc1 (centres undefined)	1	3	-2.9	-2	15	-5	0	-1.1	22
CC(=O)c1ccc(-c2ccc(Cn3c(C)nc4cc(N)c(C)nc43)cc2)cc1	0	4	-0.6	-6	-28	7	-17	22*	14
O=C(COc1ccccc1)N1CCN(C(=O)c2ccc([N+](=O)[O-])cc2)CC1	3	5	-0.5	5	-3	-7	-2	-5.7	11
Cc1cc(C)cc(-n2c(C)cc(/C=N/NC(=O)c3cccc([N+](=O)[O-])c3C)c2C)c1	4	1	-4.2	-2	13	-4	-2	-5.7	20
COc1cccc(/C=N/NC(=O)C(C)n2nc(C)c([N+](=O)[O-])c2C)c1O (centres undefined)	-2	3	-3.1	7	-22	-10	7	-4.5	-13
CCOCCCNCC(=O)NC1(C)C2CCC(C2)C1(C)C (centres undefined)	2	-4	-1.8	14	4	4	6	-1.6	4
Cc1ccc(/C=C/C(=O)Nc2ccc([N+](=O)[O-])cc2)o1	-2	0	-1.2	-12	18	8	-33	-0.7	-3
